# S100A4 inh HTS = blocks human S100A4 binding to myosin IIA peptide. P26447. S100A4/TAMRA-MyoIIA peptide fluorescence polarization. inhibition, % at 10.7 µM. actives 0.14% (n = 360,000). AID 652163;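 active = mean inhibition of at least 70% across replicates, with every replicate also reaching that level; inconclusive = mean inhibition reaches 70% but some replicates fall short; inactive = mean inhibition below 70%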
# Target sequence (P26447 whole entry, looked up): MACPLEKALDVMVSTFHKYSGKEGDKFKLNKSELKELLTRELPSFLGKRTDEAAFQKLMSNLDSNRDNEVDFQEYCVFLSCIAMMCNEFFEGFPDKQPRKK
#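 Material: S100A4 monomer (human). Medium: Calcium-containing HEPES buffer, pH 7.2. Probe or stimulus: labelled myosin peptide probe, 5 nM. Compound dosing: one concentration per compound. Timing: polarization read 5 min after assay mix addition, stable 5–60 min. Benchmarks: DMSO as neutral control, TFP as positive control.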
# SIRT5 block = inhibitors of human sirtuin-5 desuccinylase. Q9NXA8. Purified SirT5, succinyl-peptide AMC, trypsin-coupled fluorescence. inhibition, % at 15 µM. actives 1.1% (n = 330,000). AID 652115; in the data active = inhibition above about 15%; inconclusive = no clear call, values can overlap the other calls
# LGR2 antag = blocks bursicon-induced cAMP signaling via Drosophila LGR2; HEK293 LGR2, CRE-luciferase, bursicon-stimulated, 4 h; inhibition, % at 9.99 µM; actives 0.35% (n = 380,000); AID 720647;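 active = drop in luminescence signal, shown as inhibition above about 50% in the replicate tests, limit read from the data, passing the limit was not always enough; inconclusive = probably only some replicates passing the limit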;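 also: agonist challenge used bursicon conditioned medium at about half maximal strength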
# Xi reactivation = reactivates the inactive X chromosome in mouse fibroblasts; activation, % at 7.58 µM; XiGFP mouse fibroblasts, % GFP-positive cells imaging, 3 d; cells co-treated with 5-aza-dC sensitizer; scaled so ellipticine positive control = 100%; actives 0.055% (n = 360,000);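 active = mean normalized replicate activation at least 10% and every replicate at or above 10%; inconclusive = only one of the two criteria met; inactive = mean below 10% and not all replicates reach 10%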;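 also: 0% = median of on-plate neutral control wells and 100% = ellipticine 6 µM median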
#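 Schedule: 3 d treatment, 15 min room-temperature fixation; system: 68-5-11 XiGFP fibroblast line; buffer or medium: DMEM plus 5-aza-dC sensitizer; control set: ellipticine 6 µM positive control; compound: one concentration, pinned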
# PGC1a acetyl inh = modulators of PGC1a acetylation; actives 0.17% (n = 350,000); AID 651687; inhibition, % at 15.6 µM; U2OS PGC1a acetylation, AlphaScreen anti-acetyl-lysine; with virally co-expressed GCN5 acetyltransferase;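 active = every replicate shows inhibition of at least 40%; inconclusive = mean inhibition at least 40% but some replicate below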;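 also: 0% = neutral control wells and 100% = positive control wells; some results beyond the cut were filed as inactive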
# ERAP1 inh = ERAP1 (human) enzyme inhibition; Q9NZ08; recombinant ERAP1, Leu-AMC fluorescence, 60 min; inhibition, % at 10.7 µM; actives 0.15% (n = 340,000); AID 652197;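 active = mean replicate inhibition of at least 30%, or all replicates individually reaching that 30% level; inactive = mean below 30% and not every replicate reaching it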;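 also: 0% = neutral control wells and 100% = L-leucinethiol positive control wells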
# Target sequence (Q9NZ08 whole entry, looked up): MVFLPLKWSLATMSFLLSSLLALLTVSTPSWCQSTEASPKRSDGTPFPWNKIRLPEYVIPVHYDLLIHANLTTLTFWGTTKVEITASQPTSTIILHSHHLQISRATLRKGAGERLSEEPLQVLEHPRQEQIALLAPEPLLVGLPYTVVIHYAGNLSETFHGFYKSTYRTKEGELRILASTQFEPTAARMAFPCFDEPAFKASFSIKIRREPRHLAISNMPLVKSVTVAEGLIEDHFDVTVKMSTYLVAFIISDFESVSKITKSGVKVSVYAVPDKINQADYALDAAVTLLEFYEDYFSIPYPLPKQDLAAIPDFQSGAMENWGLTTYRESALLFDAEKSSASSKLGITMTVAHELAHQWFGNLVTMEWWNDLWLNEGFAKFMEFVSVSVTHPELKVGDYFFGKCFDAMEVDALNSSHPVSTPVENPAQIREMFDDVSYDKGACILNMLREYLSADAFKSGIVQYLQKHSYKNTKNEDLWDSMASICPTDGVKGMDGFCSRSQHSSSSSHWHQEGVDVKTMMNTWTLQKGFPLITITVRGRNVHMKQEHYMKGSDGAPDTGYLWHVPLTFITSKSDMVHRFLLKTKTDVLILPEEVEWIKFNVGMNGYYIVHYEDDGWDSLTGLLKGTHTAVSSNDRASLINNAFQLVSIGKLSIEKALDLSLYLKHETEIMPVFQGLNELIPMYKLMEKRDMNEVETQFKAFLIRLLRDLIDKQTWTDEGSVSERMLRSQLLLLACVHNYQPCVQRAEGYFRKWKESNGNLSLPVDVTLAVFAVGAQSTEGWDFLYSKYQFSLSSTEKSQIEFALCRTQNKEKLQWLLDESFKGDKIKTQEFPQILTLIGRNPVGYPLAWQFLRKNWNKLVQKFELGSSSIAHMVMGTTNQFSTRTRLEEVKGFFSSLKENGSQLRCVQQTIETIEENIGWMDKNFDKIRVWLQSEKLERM
# C2C12 statin = suppressors of simvastatin-induced myotoxicity in C2C12 myotubes | rescue of ATP level, % at 7.49 µM | AID 602340 | ATP luminescence, 48 h; scaled: DMSO 0, geranylgeraniol control 100 | actives 0.78% (n = 330,000);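 active = mean ATP rescue above about 67%, or every replicate alone reaching that limit, limit read from the data, passing the limit was not always enough; inconclusive = no clear call, values can overlap the other calls; inactive = mean under the limit and some replicate under it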;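 also: myotubes were challenged with 10 µM simvastatin during compound exposure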
# Cneo AK release = causes C. neoformans cell lysis; adenylate kinase release luminescence, 4 h; normalised: neutral wells 0, clomiphene wells 100; lysis activity, % at 15 µM; actives 0.2% (n = 360,000);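 active = mean lysis activity across replicates of at least 80%, whatever share of replicates individually reach that level; inactive = mean lysis activity below 80%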
#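 Schedule: static 4 h at 37 °C with compound, 1 h detection; system: C. neoformans cells; benchmarks: Clomiphene as positive control; buffer or medium: fresh YPD medium; measure: luminescence rise reflecting yeast cell lysis; measured by: luminescent adenylate kinase detection reagent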
# * hit, by the source's call; ? = inconclusive; / = no result given; & = joins results of further samples; ! = not active in a repeat.
SMILES,S100A4 inh HTS,SIRT5 block,LGR2 antag,Xi reactivation,PGC1a acetyl inh,ERAP1 inh,C2C12 statin,Cneo AK release
Cc1ccc(S(=O)(=O)Nc2ccc3c(c2)C(=O)N([C@H](C)CO)C[C@H](C)[C@H](CN(C)C(=O)Nc2ccc(F)cc2)OCCCC[C@H](C)O3)cc1,5,5,7,0.1,7,-4,/,52
Cc1ccc(NS(=O)(=O)c2cc3c(cc2C)NC(=O)CO3)cc1,0,-1,14,0.1,-1,6,-13,6
CCc1nc2ccc(C(=O)N3CCN(S(=O)(=O)CC)CC3)cn2c1N(C)Cc1cccs1,-1,/,6,0.0,14,-1,?,1
CCOC(=O)C1(Cc2ccc(OC)cc2)CCN(C(=O)c2csc(C)n2)CC1,-1,1,15,0.1,-5,2,11,-3
C[C@H](CO)N1C[C@H](C)[C@H](CN(C)S(=O)(=O)c2ccc(C#N)cc2)OCc2ccccc2-c2c(n(C)c3ccccc23)C1=O,4,10,30,-1.3,0,0,-2,0
COc1ccc(NC(=O)CSc2nc3ccccc3nc2N2CCCCC2)cc1,-4,1,10,0.0,/,2,-4,-1
Cn1cc(C(=O)NCCO)c(=O)c2ccccc21,-2,1,-3,-0.2,3,-3,7,1
COc1ccc(CCNS(=O)(=O)c2ccccc2[N+](=O)[O-])cc1OC,-4,0,-4,0.0,/,-1,3,-1
CCc1nc2c(OCc3ccc(OC)cc3)cccn2c1N(C)C(=O)C(C)C,-4,2,-8,0.0,4,-2,-2,0
COc1ccc(-n2c(Cc3cccn3C)nnc2SCC(=O)Nc2ccc(C)cc2)cc1,5,/,5,0.4,/,0,1,0
Cc1ccc(S(=O)(=O)N(CC2CO2)c2ccccc2[N+](=O)[O-])cc1 (centres undefined),9,-2,0,0.0,79*,3,-2,/
O=C(Nc1ccc2c(c1)OCO2)c1ccc2nc([C@@H]3O[C@H](CO)[C@H](O)[C@H](O)[C@H]3O)[nH]c2c1,-5,-1,14,0.2,6,0,1,-1
O=c1cc(N2CCCCC2)c(-c2ccccc2)nn1Cc1ccccc1,7,-1,-20,0.0,-6,1,31,/
CCc1cc(C(=O)N2CCN(S(=O)(=O)c3cc(C)ccc3C)CC2)sc1C,12,2,10,0.0,-5,-7,4,/
COC(=O)[C@@]1(Sc2ccc(C)cc2)CC(=O)N(C(=O)/C=C/c2ccccc2)[C@@H]1c1ccccc1,-3,-10,4,0.0,/,-1,/,/

# 3 compounds picked at random from the list so far:
SMILES,S100A4 inh HTS,SIRT5 block,LGR2 antag,Xi reactivation,PGC1a acetyl inh,ERAP1 inh,C2C12 statin,Cneo AK release
O=C(Nc1ccc2c(c1)OCO2)c1ccc2nc([C@@H]3O[C@H](CO)[C@H](O)[C@H](O)[C@H]3O)[nH]c2c1,-5,-1,14,0.2,6,0,1,-1
Cn1cc(C(=O)NCCO)c(=O)c2ccccc21,-2,1,-3,-0.2,3,-3,7,1
COc1ccc(-n2c(Cc3cccn3C)nnc2SCC(=O)Nc2ccc(C)cc2)cc1,5,/,5,0.4,/,0,1,0

# Additional compounds
SMILES,S100A4 inh HTS,SIRT5 block,LGR2 antag,Xi reactivation,PGC1a acetyl inh,ERAP1 inh,C2C12 statin,Cneo AK release
C[C@@H]1CN([C@@H](C)CO)C(=O)CCCn2cc(nn2)CO[C@@H]1CN(C)S(=O)(=O)c1ccccc1,-16,-5,7,0.0,12,0,-12,-4
CN(C)C(=O)c1cccc(-c2ccc(C3[C@@H]4CN(C(=O)c5ccccn5)C[C@H]3N4)cc2)c1 (some centres undefined),-13&-32,22*!,3&3,0.1&0.1,5&10,1&1,/,/
COc1cc2c(cc1OC)[C@](C)(c1ccccc1)C[C@@H]2NCC=C(C)C,-20,1,-9,0.4,/,2,/,/
O=c1oc2ccccc2c2oc3cc(O)c(O)cc3c12,5,1,-23,0.2,-3,3,3,/
Cc1ccc(C(=O)N2CCC[C@@H]2C(=O)N2CCC[C@H]2C(=O)NCc2ccccc2)cc1C,8,/,9,0.1,/,-3,/,/
O=C(Nc1nnc([C@H]2C[C@H](O)[C@@H](CO)O2)s1)C(c1ccccc1)c1ccccc1,-10,-2,3,0.2,/,-1,2,0
O=C(Nc1cccc(-c2csc(Nc3ccc(Cl)cc3)n2)c1)c1cccc(C(F)(F)F)c1,-3,/,-13,-0.3,/,/,-22,3
Cc1ccc(C)c(C(=O)CCC(=O)Nc2ccc(N3CCN(C)CC3)cc2C)c1,-7,-3,-4,-0.1,2,0,-16,3
COc1ccc2oc(C(=O)OCC(=O)N3CCN(S(=O)(=O)c4ccc(C)cc4)CC3)c(C)c2c1,0,-3,-8,0.0,-11,1,25,7
O=C1CN(C(=O)COC(=O)/C=C/c2ccc(OC(F)F)cc2)c2ccccc2N1,-2,-6,6,-0.2,-2,-3,0,3
CCOC(=O)C1CCN(C(=O)CN(C)S(=O)(=O)c2ccc3c(c2)c(=O)n(C)c(=O)n3C)CC1,-4,-1,-8,0.0,/,-2,2,0
C[C@@H]1CN([C@@H](C)CO)C(=O)Cc2cc(NS(=O)(=O)c3cn(C)cn3)ccc2O[C@H]1CN(C)C(=O)Nc1ccccc1,-7,1,-1,-0.2,1,2,13,1
CCC(=O)N(C)C[C@@H]1Oc2ncc(-c3cccc(OC)c3)cc2C(=O)N([C@H](C)CO)C[C@@H]1C,5,2,-18,-1.0,31,0,27,5
Oc1cccc(/C=N/N=C/c2cccc(O)c2O)c1O,10,-1,7,-0.1,/,-3,35,0
COc1ccc(S(=O)(=O)N2CCCCC2)cc1NC(=O)CSc1ncccn1,-19,-22,-17,0.3,/,-2,2,-1

# In the list so far, these contain a halogen:
SMILES,S100A4 inh HTS,SIRT5 block,LGR2 antag,Xi reactivation,PGC1a acetyl inh,ERAP1 inh,C2C12 statin,Cneo AK release
Cc1ccc(S(=O)(=O)Nc2ccc3c(c2)C(=O)N([C@H](C)CO)C[C@H](C)[C@H](CN(C)C(=O)Nc2ccc(F)cc2)OCCCC[C@H](C)O3)cc1,5,5,7,0.1,7,-4,/,52
O=C(Nc1cccc(-c2csc(Nc3ccc(Cl)cc3)n2)c1)c1cccc(C(F)(F)F)c1,-3,/,-13,-0.3,/,/,-22,3
O=C1CN(C(=O)COC(=O)/C=C/c2ccc(OC(F)F)cc2)c2ccccc2N1,-2,-6,6,-0.2,-2,-3,0,3

# Next section.
SMILES,S100A4 inh HTS,SIRT5 block,LGR2 antag,Xi reactivation,PGC1a acetyl inh,ERAP1 inh,C2C12 statin,Cneo AK release
Cc1cc(=O)[nH]c(N/N=C/c2ccc(OC(=O)c3ccco3)cc2)n1,-1,-1,4,0.1,/,5,/,/
Cc1cc(S(=O)(=O)NC2CCCCC2)ccc1OCC(=O)NCC1CCCO1 (centres undefined),2,-6,2,0.0,2,6,5,-2
C[C@H]1CN([C@@H](C)CO)C(=O)c2cc(C#Cc3cccnc3)cnc2O[C@@H]1CN(C)C(=O)CC1CC1,5,4,8,0.1,1,10,17,3
CC(/C=C1\SC(=S)N(CCC(=O)Nc2ccccc2O)C1=O)=C\c1ccccc1,?,-2,4,0.4,1,4,28,3
NC(=O)c1nsc(C(=O)N(c2ccc(F)cc2)C(C(=O)NCC2CCCO2)c2ccc3ncccc3c2)c1N (centres undefined),7,-6,14,0.3,-9,0,-3,0
C/C(=N\NC(=O)c1nnn(-c2nonc2N)c1CN(C)c1ccccc1)c1cccc(O)c1,5,-2,3,0.0,7,0,-16,3
CCN(CCCNC(=O)C1CCCN(S(=O)(=O)c2cnc[nH]2)C1)c1ccccc1 (centres undefined),1,/,-2,-0.2,-14,/,4,1
C[C@@H]1CCCCO[C@@H](CN(C)C)[C@H](C)CN([C@H](C)CO)C(=O)c2cc(N(C)C)ccc2O1,3,-1,0,1.6,11,0,17,0
CCOc1cc(C(=O)NC2CC(C)(C)NC(C)(C)C2)cc(OCC)c1OCC,-1,0,2,0.0,4,-1,2,0
O=C(c1ccccc1)N(Nc1ccccc1)c1ccccc1,-10,-5,5,0.2,-11,-3,14,/
O=C(NCCCc1ccccc1)c1cncc(Br)c1,-3,-6,-25,0.1,/,-2,14,1
CCN(CC)CCCn1c2c(c(SCC(=O)Nc3nccs3)nc1=O)CCC2,7,-2,12,0.0,/,5,/,-2
C[C@H](O)C#Cc1ccc([C@H]2[C@H](CO)N3CCCCN(C(=O)c4ccc(F)cc4)C[C@@H]23)cc1,5,2,-4,0.0,-5,1,/,-1
O=C(OCC(=O)N(C1CCCCC1)C1CCCCC1)c1ccccc1O,1,-1,-1,0.0,/,-3,2,0
Cc1cccc(C(=O)NC2CCN(CC(=O)Nc3ccccc3Cl)CC2)c1,-1,1,/,-0.1,12,-3,15,1

# Three entries already listed, arranged by molar mass, ascending:
SMILES,S100A4 inh HTS,SIRT5 block,LGR2 antag,Xi reactivation,PGC1a acetyl inh,ERAP1 inh,C2C12 statin,Cneo AK release
O=C(NCCCc1ccccc1)c1cncc(Br)c1,-3,-6,-25,0.1,/,-2,14,1
Cc1cc(=O)[nH]c(N/N=C/c2ccc(OC(=O)c3ccco3)cc2)n1,-1,-1,4,0.1,/,5,/,/
C[C@@H]1CCCCO[C@@H](CN(C)C)[C@H](C)CN([C@H](C)CO)C(=O)c2cc(N(C)C)ccc2O1,3,-1,0,1.6,11,0,17,0

# New compounds follow:
SMILES,S100A4 inh HTS,SIRT5 block,LGR2 antag,Xi reactivation,PGC1a acetyl inh,ERAP1 inh,C2C12 statin,Cneo AK release
CCC(O)c1cnc(OCc2ccccc2)nc1OCc1ccccc1 (centres undefined),1,/,8,0.1,-12,-3,12,0
CC1CC(=O)Nc2ccccc2N1C(=O)Nc1ccc(F)cc1F (centres undefined),-3,-2,12,0.0,/,4,6,1
CCC(=O)N[C@H]1CC[C@H](CC(=O)NCCN2CCCCC2)O[C@@H]1CO,-2,-2,2,0.1,-6,1,8,42
CCCN(C)C[C@H]1OCCCC[C@H](C)Oc2ccc(NS(=O)(=O)c3ccc(F)cc3)cc2C(=O)N([C@@H](C)CO)C[C@H]1C,0,-1,0,0.2,-4,2,18,-1
COc1ccccc1CC1(C)NC(=O)N(CC(=O)N2CC(C)OC(C)C2)C1=O (centres undefined),/,/,-7,/,-7,/,-9,1
CCNC(=O)Nc1ccc2c(c1)C(=O)N(C)[C@@H]1CC[C@H](CC(=O)NCC3CC3)O[C@H]1CO2,/,/,30,0.0,0,/,8,-4

# Grouped by structure: those above containing a furan ring, fused or not.
SMILES,S100A4 inh HTS,SIRT5 block,LGR2 antag,Xi reactivation,PGC1a acetyl inh,ERAP1 inh,C2C12 statin,Cneo AK release
O=c1oc2ccccc2c2oc3cc(O)c(O)cc3c12,5,1,-23,0.2,-3,3,3,/
COc1ccc2oc(C(=O)OCC(=O)N3CCN(S(=O)(=O)c4ccc(C)cc4)CC3)c(C)c2c1,0,-3,-8,0.0,-11,1,25,7
Cc1cc(=O)[nH]c(N/N=C/c2ccc(OC(=O)c3ccco3)cc2)n1,-1,-1,4,0.1,/,5,/,/

# An excerpt. The share of hits here may be higher or lower than overall.
